Source: PubChem
T cruzi growth = T. cruzi proliferation inhibition | T. cruzi beta-gal in NIH3T3, GalScreen luminescence, 90 h | inhibition, % at 8.34 µM | 77,000 compounds, 5.9% hits;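 active = mean inhibition above about 93%, with at least 55% of replicates each passing it, limit read from the data, passing the limit was not always enough; inconclusive = only one of those two conditions holds; inactive = neither condition holds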
C diff growth = blocks growth of Clostridium difficile. Clostridium difficile clinical isolate growth, OD600, 24 h; hits give low values. growth activity, negative = inhibition, % at 16 µg/mL (by protocol). 86,000 compounds, 0.25% hits. AID 1259249;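 active = mean growth activity at or below -80% and every replicate also at or below -80%; inconclusive = mean at or below -80% but some replicate above -80%; inactive = mean growth activity above -80%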;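 also: 0% = DMSO wells and -100% = levofloxacin 16 µg/mL wells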
Pf Dd2 growth = blocks growth of Plasmodium falciparum Dd2 parasites | P. falciparum Dd2 growth, SYBR Green, 72 h; hits give low values | AID 1159554 | 94,000 compounds, 2.3% hits | activity change, % at 10 µM; in the data active = activity change below about -80%; inconclusive = no clear call, values can overlap the other calls
GASC1 inh = blocks human GASC-1 (KDM4C) demethylase activity; GST-KDM4C 2-372, H3K9me3 peptide, LANCE TR-FRET; inhibition, % at 12.5 µM; 96,000 compounds, 0.15% hits;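 active = mean replicate inhibition above about 25%, with at least 55% of replicates also reaching it, limit read from the data, passing the limit was not always enough; inconclusive = only one of those two conditions met; inactive = neither condition met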
Target sequence (Q9H3R0 2-372 limits assumed): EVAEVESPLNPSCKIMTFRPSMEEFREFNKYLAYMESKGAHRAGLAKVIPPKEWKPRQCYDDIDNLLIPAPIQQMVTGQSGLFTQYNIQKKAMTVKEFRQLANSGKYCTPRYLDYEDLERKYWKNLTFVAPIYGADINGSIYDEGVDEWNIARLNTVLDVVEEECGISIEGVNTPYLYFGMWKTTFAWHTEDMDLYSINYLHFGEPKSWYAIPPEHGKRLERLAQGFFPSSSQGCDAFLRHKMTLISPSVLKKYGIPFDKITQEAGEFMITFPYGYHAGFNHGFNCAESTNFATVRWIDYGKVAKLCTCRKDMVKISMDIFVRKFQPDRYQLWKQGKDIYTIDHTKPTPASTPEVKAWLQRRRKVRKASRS
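Material: GST-tagged GASC-1 (JMJD2C) catalytic fragment, aa 2-372 / Quantity: enzyme final amount 10 nM / Medium: HEPES buffer, pH 7.5, plus ascorbate / Doses: one test concentration per compound / Incubation: 30 min reaction, 60 min detection, RT / Measured by: LANCE TR-FRET / Read-out: inhibition from TR-FRET ratio decrease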
Starred values were filed as active, the others as inactive; u = inconclusive; x = not tested or not shown; & = joins results of further samples.

Order of results – T cruzi growth | C diff growth | Pf Dd2 growth | GASC1 inh
COc1ccccc1-c1ccc([C@H]2[C@H](CO)N3CCCCN(Cc4ccncc4)C[C@@H]23)cc1
    77 | -7 | -19 | 3.9
COc1ccc(C#Cc2ccc3c(c2)O[C@@H](CN(C)C(=O)NC2CCCCC2)[C@@H](C)CN([C@H](C)CO)S3(=O)=O)cc1
    u | 3 | -81* | -5.3
Cc1ccc(S(=O)(=O)N(C)C[C@@H]2OCc3ccccc3-c3c(n(C)c4ccccc34)C(=O)N([C@@H](C)CO)C[C@@H]2C)cc1
    61 | x | -90* | -0.3
C[C@H]1CN([C@@H](C)CO)C(=O)c2cc(NC(=O)Nc3ccc(F)cc3)ccc2O[C@@H]1CN(C)S(=O)(=O)c1ccc(F)cc1
    9 | 8 | -15 | -1.9
O=C(C[C@H]1CC[C@@H](NS(=O)(=O)c2ccc(F)cc2)[C@H](CO)O1)NCCc1ccncc1
    0 | 1 | 3 | -1.4
C[C@H](O)C#Cc1cnc2c(c1)C(=O)N([C@@H](C)CO)C[C@@H](C)[C@@H](CN(C)C(=O)c1ccncc1)O2
    19 | 0 | 28 | -0.4
COc1ccccc1-c1ccc2c(c1)O[C@@H](CN(C)S(=O)(=O)c1ccc(C)cc1)[C@@H](C)CN([C@H](C)CO)S2(=O)=O
    126* | 11 | -46 | 1.3
O=C(Nc1ccccc1F)N1C[C@H]2[C@@H](c3ccccc31)[C@@H](CO)N2C(=O)Cc1ccccc1
    12 | 2 | -11 | 2.9
COc1ccc2c3c(n(C)c2c1)[C@@H](CO)N(C(C)=O)CC31CCN(Cc2cncnc2)CC1
    x | -27 | -17 | x
COc1ccccc1S(=O)(=O)N(C)C[C@@H]1Oc2cc(C#CCC(C)C)ccc2S(=O)(=O)N([C@H](C)CO)C[C@H]1C
    103* | 6 | -83* | 0.3
COCC(=O)N1CC2(C1)CN(Cc1ccccc1Cl)[C@@H](CO)c1c2c2ccc(OC)cc2n1C
    x | 2 | -25 | 0.2
CCC(=O)N1CC2(C1)CN(C(=O)Nc1ccccc1F)[C@H](CO)c1[nH]c3cc(OC)ccc3c12
    x | 3 | -79 | -0.4
C[C@@H]1CN([C@H](C)CO)C(=O)c2cc(C#CC3(O)CCCC3)cnc2O[C@@H]1CN(C)C(=O)CN(C)C
    21 | 0 | 17 | 15
CO[C@@H]1CN(C)C(=O)c2cc(NC(C)=O)ccc2OC[C@H](C)N(Cc2ccccc2F)C[C@H]1C
    -49 | x | -3 | 0.0
C[C@H]1CN([C@@H](C)CO)C(=O)c2cccc(NC(=O)Nc3ccccc3)c2O[C@H]1CN(C)S(=O)(=O)c1ccc(F)cc1
    -95 | 10 | 6 | -0.1
CC=Cc1ccc2n(c1=O)C[C@@H]1[C@@H](CO)[C@H](C(=O)NCC3CC3)N(Cc3ccncc3)[C@H]21 (mixture of isomers)
    -18 | -1 | 11 | 11
CCCN1[C@@H]2c3ccc(-c4ccncc4)c(=O)n3C[C@H]1[C@H](CO)[C@H]2C(=O)NCCc1cn(C)cn1
    35 | 2 | 9 | -0.7
C[C@@H]1CN([C@@H](C)CO)C(=O)c2cccc(NC(=O)C3CC3)c2O[C@H]1CN(C)S(=O)(=O)c1ccc(Cl)cc1
    26 | 1 | -2 | 2.6
CO[C@@H]1CN(C)C(=O)c2ccc(NC(=O)Cc3ccccc3)cc2OC[C@H](C)N(C(=O)c2ccccc2F)C[C@H]1C
    27 | x | -48 | 0.1
C[C@H](CO)N1C[C@H](C)[C@H](CN(C)C(=O)Cc2ccccc2)OCCCC[C@H](C)Oc2ccc(NC(=O)Nc3ccc4c(c3)OCO4)cc2C1=O
    44 | 1 | -4 | 0.4
O=C(Cc1ccccc1)N1CC(=O)N2[C@H](CO)[C@@H](c3ccc(C#Cc4ccccc4)cc3)[C@H]2C1
    x | -7 | -54 | -1.1
O=C(c1cccnc1)N1CC(=O)N2[C@H](CO)[C@@H](c3ccc(-c4cccnc4)cc3)[C@H]2C1
    x | -3 | 42 | 1.1
CN(C)C(=O)c1cccc(-c2ccc3c(c2)[C@H]2[C@H](CCN2C(=O)c2ccccc2F)[C@H](CO)N3)c1
    99* | 9 | -10 | 1.4
N#C[C@@H]1[C@@H](c2ccc(C3=CCCCC3)cc2)[C@H](CO)N1C(=O)c1cccc(F)c1
    100* | 23 | 15 | -0.7
C[C@@H]1CCCCO[C@H](CN(C)CC2CC2)[C@H](C)CN([C@H](C)CO)C(=O)c2cc(NC(=O)Nc3ccc(C(F)(F)F)cc3)ccc2O1
    91 | 6 | -82* | -4.4
C/C=C/c1ccc([C@@H]2[C@@H](CO)N(C(=O)NC(C)C)[C@H]2CN(C)C(=O)CC)cc1
    -11 | 0 | -5 | 2.0
C[C@H](CO)N1C[C@H](C)[C@H](CN(C)Cc2ccccn2)Oc2cc(C#CC3CC3)ccc2S1(=O)=O
    59 | -3 | -23 | 0.6
COCCNC(=O)C[C@H]1CC[C@H](NS(=O)(=O)c2ccc(C)cc2)[C@H](CO)O1
    x | 3 | 13 | 1.9
C[C@@H]1CN([C@H](C)CO)C(=O)c2cc(NC(=O)Cc3cn(C)c4ccccc34)ccc2O[C@H]1CN(C)C(=O)Nc1ccc(C(F)(F)F)cc1
    39 | 7 | -10 | -2.4
CO[C@H]1CN(C)C(=O)c2cc(NC(=O)Nc3ccc(Cl)cc3)ccc2OC[C@@H](C)N(C(=O)Nc2c(C)noc2C)C[C@@H]1C
    -18 | -29 | -15 | 0.1
C[C@@H]1CN([C@H](C)CO)C(=O)c2cc(N(C)C)ccc2O[C@@H]1CN(C)Cc1ccccc1
    3 | -6 | -16 | 12
CCCN1C[C@H](C)[C@H](OC)CN(C)C(=O)c2cc(NC(=O)c3ccc(F)cc3)ccc2OC[C@@H]1C
    3 | x | -7 | -0.6
O=C(NC1CCCC1)N1CCCCN2[C@H](C1)[C@@H](c1ccc(-c3cccnc3)cc1)[C@@H]2CO
    52 | -2 | 23 | -0.3
C[C@H](CO)N1C[C@H](C)[C@H](CN(C)S(=O)(=O)c2cn(C)cn2)Oc2ccc(NS(=O)(=O)c3cn(C)cn3)cc2CC1=O
    -5 | -4 | 32 | 2.3
CN(C)C(=O)C[C@H]1CC[C@@H](NC(=O)Nc2cccc(F)c2)[C@H](CO)O1
    x | 3 | 10 | 0.7
Cc1ccc(S(=O)(=O)Nc2ccc3c(c2)C(=O)N([C@H](C)CO)C[C@@H](C)[C@H](CN(C)C(=O)Nc2ccc(F)cc2)OCCCC[C@H](C)O3)cc1
    100* | x | -76 | -1.1
C[C@H]1CN([C@@H](C)CO)C(=O)c2cc(C#CC3(O)CCCC3)cnc2O[C@H]1CN(C)C(=O)Cc1cccnc1
    x | -3 | 5 | -2.9
C[C@H]1CN([C@@H](C)CO)C(=O)c2cccc(NC(=O)c3ccc(-c4nccs4)cc3)c2O[C@@H]1CN(C)Cc1ccc2c(c1)OCO2
    10 | 3 | -34 | -1.6
CCNC(=O)[C@H]1[C@H](CO)[C@H]2Cn3c(ccc(-c4cccc(F)c4)c3=O)[C@@H]1N2C(=O)c1ccccn1
    17 | 0 | 12 | 0.3
C[C@H]1CN([C@@H](C)CO)C(=O)CCCn2cc(nn2)CO[C@H]1CN(C)S(=O)(=O)c1ccc(Cl)cc1
    13 | x | -9 | 0.1
C[C@@H]1CCCCO[C@H](CN(C)C)[C@@H](C)CN([C@H](C)CO)C(=O)c2cc(N(C)C)ccc2O1
    -13 | -1 | 32 | -0.2
COc1cccc(S(=O)(=O)N(C)C[C@@H]2OCc3cn(nn3)CCCC(=O)N([C@H](C)CO)C[C@H]2C)c1
    -14 | -2 | 5 | x
C[C@@H]1CN([C@@H](C)CO)C(=O)c2cc(NS(=O)(=O)c3ccc(F)cc3)ccc2O[C@@H]1CN(C)CC1CC1
    x | 4&-3 | 6 | -0.5
Cc1noc(C)c1NC(=O)Nc1ccc2c(c1)C(=O)N(C)[C@@H]1CC[C@@H](CC(=O)N(C)C)O[C@H]1CO2
    -30 | -3 | 2 | 1.7
O=C(c1cccnc1)N1CC2(C1)[C@H](c1ccccc1)[C@@H](CO)N2C(=O)C1CCC1
    x | 0 | -13 | -1.3
CC(C)CC#Cc1ccc2c(c1)O[C@H](CN(C)C(=O)c1ccncc1)[C@@H](C)CN([C@H](C)CO)S2(=O)=O
    75 | 0 | 0 | 3.0
COc1ccc(CN(C)C[C@@H]2OCc3cn(nn3)CCCC(=O)N([C@H](C)CO)C[C@H]2C)cc1
    -31 | 3 | -81* | -0.2
C[C@@H]1CCCCO[C@H](CN(C)Cc2ccc(C(=O)O)cc2)[C@H](C)CN([C@H](C)CO)C(=O)c2cc(N(C)C)ccc2O1
    51 | -1 | 24 | 2.2
CCCNC(=O)N1[C@H](CO)[C@@H](c2ccccc2)[C@@H]1C#N
    27 | -6 | 21 | -0.7
C[C@@H]1CCCCO[C@@H](CN(C)C(=O)NC2CCCCC2)[C@@H](C)CN([C@H](C)CO)C(=O)c2cc(NS(=O)(=O)c3cn(C)cn3)ccc2O1
    68 | -13 | 59 | 12
Cc1ccc(S(=O)(=O)Nc2ccc3c(c2)C(=O)N([C@H](C)CO)C[C@H](C)[C@@H](CN(C)C(=O)Nc2c(C)noc2C)O3)cc1
    16 | -1 | 9 | 0.8
O=C(C[C@H]1CC[C@H]2[C@@H](COC[C@H](O)CN2S(=O)(=O)c2ccccc2)O1)NCc1ccc(-c2ccccc2)cc1
    81 | 78&71 | -24 | -7.4
O=C(C[C@@H]1C[C@@H]2c3cc(NC(=O)C4CCOCC4)ccc3O[C@@H]2[C@H](CO)O1)NCc1ccncc1
    10 | -4 | 21 | -2.7
C[C@H]1CN([C@@H](C)CO)C(=O)c2cccc(NC(=O)Nc3ccc(F)cc3)c2O[C@H]1CN(C)Cc1ccncc1
    35 | -1 | -2 | 3.5
CCC(=O)Nc1ccc2c(c1)C(=O)N(C)C[C@@H](OC)[C@H](C)CN(C(=O)Cc1ccccn1)[C@H](C)CO2
    -13 | x | -37 | 0.8
CO[C@H]1CN(C)C(=O)c2cc(NC(=O)c3ccc(F)cc3)ccc2OC[C@H](C)NC[C@@H]1C
    -28 | 2 | 9 | -0.7
C[C@@H]1CN([C@@H](C)CO)C(=O)c2cc(C#CCN(C)C)cnc2O[C@H]1CN(C)C(=O)c1cnccn1
    11 | -1 | 33 | 0.0
N#C[C@@H]1[C@H](c2ccc(C#CC3CC3)cc2)[C@@H](CO)N1S(=O)(=O)c1ccccc1
    u | -3 | -70 | 0.5
Cc1noc(C)c1S(=O)(=O)Nc1ccc2c(c1)C(=O)N([C@@H](C)CO)C[C@@H](C)[C@H](CN(C)C(=O)Cc1ccccc1)OCCCC[C@H](C)O2
    -97 | 9 | -27 | -3.2
C[C@H](CO)N1C[C@H](C)[C@H](CN(C)C(=O)Nc2ccc(F)cc2)Oc2ncc(C#Cc3ccc(C(F)(F)F)cc3)cc2C1=O
    55 | x | -76 | -3.6

Complete entries, looked up by structure. Order of screens: T cruzi growth | C diff growth | Pf Dd2 growth | GASC1 inh
Cc1ccc(S(=O)(=O)Nc2ccc3c(c2)C(=O)N([C@H](C)CO)C[C@H](C)[C@@H](CN(C)C(=O)Nc2c(C)noc2C)O3)cc1 across the screens: 16 | -1 | 9 | 0.8
Cc1noc(C)c1S(=O)(=O)Nc1ccc2c(c1)C(=O)N([C@@H](C)CO)C[C@@H](C)[C@H](CN(C)C(=O)Cc1ccccc1)OCCCC[C@H](C)O2 across the screens: -97 | 9 | -27 | -3.2
O=C(C[C@H]1CC[C@H]2[C@@H](COC[C@H](O)CN2S(=O)(=O)c2ccccc2)O1)NCc1ccc(-c2ccccc2)cc1 across the screens: 81 | 78&71 | -24 | -7.4
CC(C)CC#Cc1ccc2c(c1)O[C@H](CN(C)C(=O)c1ccncc1)[C@@H](C)CN([C@H](C)CO)S2(=O)=O across the screens: 75 | 0 | 0 | 3.0

Later entries:
Order of results – T cruzi growth | C diff growth | Pf Dd2 growth | GASC1 inh
O=C(C[C@@H]1C[C@H]2c3cc(NC(=O)c4cccnc4)ccc3O[C@H]2[C@H](CO)O1)NCc1cccc(F)c1
    -5 | 6 | 1 | 2.3
CO[C@H]1CN(C)C(=O)c2cc(NC(=O)Cc3ccccc3)ccc2OC[C@@H](C)N(C(=O)c2ccccc2F)C[C@H]1C
    6 | x | -68 | -3.3
C[C@@H]1CN([C@H](C)CO)C(=O)c2cc(C#Cc3ccncc3)cnc2O[C@@H]1CN(C)S(=O)(=O)c1ccccc1F
    -109 | 12 | -43 | -0.8
O=C(Nc1ccc2c(c1)OCO2)N[C@@H]1CC[C@H](CC(=O)N2CCN(c3ccccc3)CC2)O[C@H]1CO
    12 | -2 | 11 | 1.6
COc1ccc2c3c([nH]c2c1)[C@H](CO)N(Cc1ccncc1)CC31CN(C(=O)Cc2ccncc2)C1
    x | 4 | -4 | 1.7
COc1cccc(S(=O)(=O)N2[C@@H]3CNC[C@H]2C3c2ccc(-c3ccc(C(=O)N(C)C)cc3)cc2)c1 (some centres not stated)
    x | -1 | 38 | -0.1
